Source: PubChem BioAssay (National Center for Advancing Translational Sciences (NCATS))
N370S GC mod: N370S glucocerebrosidase modulation, Gaucher chaperone candidate; N370S GC spleen homogenate, 4MU-glucoside fluorescence; 330,000 compounds, 0.092% hits; Potency, µM (doses to about 59.4 µM), inactives show at the top dose activity change, negative = inhibition, hits mostly inhibitors;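 note: 0% = full enzyme activity and -100% = no enzyme basal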
TDP1 block: blocks human tyrosyl-DNA phosphodiesterase 1. 350,000 compounds, 0.28% hits. recombinant TDP1, AlphaScreen DNA substrate cleavage. Potency, µM (doses to about 130 µM), without a hit: at the highest dose activity change, negative = inhibition, most hits filed as inhibitors; note: nearly all actives have a fitted effect of over 40% in size
Target sequence (Q9NUW8 whole entry, looked up): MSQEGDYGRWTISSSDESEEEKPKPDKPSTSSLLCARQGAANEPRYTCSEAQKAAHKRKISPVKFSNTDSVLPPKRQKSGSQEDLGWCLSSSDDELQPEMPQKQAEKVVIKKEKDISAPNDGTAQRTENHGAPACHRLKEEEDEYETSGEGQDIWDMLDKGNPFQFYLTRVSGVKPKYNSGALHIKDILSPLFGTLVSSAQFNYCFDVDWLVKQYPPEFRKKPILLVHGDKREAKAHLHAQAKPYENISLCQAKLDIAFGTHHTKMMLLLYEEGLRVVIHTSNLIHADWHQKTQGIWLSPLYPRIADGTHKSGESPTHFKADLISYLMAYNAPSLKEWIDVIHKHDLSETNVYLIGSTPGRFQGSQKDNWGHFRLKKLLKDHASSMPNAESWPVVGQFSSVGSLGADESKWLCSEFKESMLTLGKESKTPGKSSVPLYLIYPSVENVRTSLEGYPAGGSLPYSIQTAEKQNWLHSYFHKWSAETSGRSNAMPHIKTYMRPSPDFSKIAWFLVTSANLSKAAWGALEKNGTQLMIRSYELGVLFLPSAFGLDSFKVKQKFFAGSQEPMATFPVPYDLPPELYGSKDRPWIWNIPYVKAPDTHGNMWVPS
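Here, a 5' biotin and 3' phosphotyrosine-FITC DNA oligonucleotide reports Tdp1 activity: intact substrate bridges AlphaScreen beads, while cleavage leaves a 3' phosphate and drops signal. All incubations at room temperature.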
FEN1 inh: human FEN1 inhibition. P39748. Recombinant FEN1 flap cleavage, fluorescence, 15 min. Potency, µM (top dose mostly 114 µM), without a hit: at the highest dose activity change, negative = inhibition, hits mostly inhibitors. 390,000 compounds, 0.35% hits. AID 588795; note: nearly all actives have a fitted effect of over 65% in size
Target sequence (P39748 whole entry, looked up): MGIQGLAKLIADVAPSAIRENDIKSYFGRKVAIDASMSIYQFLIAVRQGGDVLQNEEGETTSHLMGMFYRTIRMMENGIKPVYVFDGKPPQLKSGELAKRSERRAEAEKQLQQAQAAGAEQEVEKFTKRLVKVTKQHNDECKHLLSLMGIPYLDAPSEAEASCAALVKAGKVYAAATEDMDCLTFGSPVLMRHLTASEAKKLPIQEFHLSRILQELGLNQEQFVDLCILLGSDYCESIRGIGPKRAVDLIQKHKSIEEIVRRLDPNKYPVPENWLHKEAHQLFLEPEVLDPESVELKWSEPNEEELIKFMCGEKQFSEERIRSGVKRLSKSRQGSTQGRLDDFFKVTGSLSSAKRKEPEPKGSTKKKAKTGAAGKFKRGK
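In this screen, 50 nM flap DNA substrate was added to 10 nM FEN1 pretreated with compound for 15 min at room temperature; cleavage was followed with reads at 0 and 15 min, and Hill fitting gave concentration–response parameters.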
Active calls of the source: *; & = joins results of further samples; [ ] = remark or other dose. Calls come from the whole dose curve; as a rule, active = well fitted curve in the direction sought with a large enough effect; inconclusive = small, poorly fitted or top-dose-only effect, or another doubt; inactive = no such curve, though single readings can be large; an effect the other way counts as inactive or inconclusive. Unless noted, % is set by controls: 0 for no effect and ±100 for the full control effect; potency is the fitted concentration of half-maximal effect.

CC(Sc1ccccc1)C(=O)Nc1cccc(N(C)S(C)(=O)=O)c1 (stereo not given) was read as N370S GC mod 0%, TDP1 block 2% and FEN1 inh -9%.
Screening CN(C)S(=O)(=O)c1ccc(N2CCCC2)c(C(=O)NCC2COc3ccccc3O2)c1 (stereo not given) returned N370S GC mod 1%, TDP1 block 1% and FEN1 inh 10%.
`CC1COc2ccccc2N1S(=O)(=O)c1ccccc1` (stereo not given) gave N370S GC mod -5%, TDP1 block 5% and FEN1 inh -11%.
COc1cc(OC)c(NC(=O)C2CC(=O)N(c3ccc4c(c3)OCCO4)C2)cc1Cl (stereo not given) was read as N370S GC mod 2%, TDP1 block 6% and FEN1 inh -14%.
For CC(C)(C)OC(=O)N1CCC(c2c(C(=O)NC3CCCCC3)cnn2-c2ccc(F)cc2F)CC1 the results were TDP1 block 5% and FEN1 inh 1%.
COc1ccc(-c2cc(C(=O)NCC(c3ccco3)N(C)C)c3ccccc3n2)cc1OC (stereo not given) was read as N370S GC mod -5% and FEN1 inh 6%.
Screening O=[N+]([O-])c1ccc2cn(-c3ccccc3)nc2c1 returned N370S GC mod 6%, TDP1 block 4% and FEN1 inh -1%.
Cn1c(NNC(=O)c2ccc(C(C)(C)C)cc2)cc(=O)n(C)c1=O was read as N370S GC mod -7%, TDP1 block 3% and FEN1 inh -3%.
For Cc1occc1C(=O)NNC(=O)c1ccccc1Br the results were N370S GC mod -9%, TDP1 block 3% and FEN1 inh 10%.
Cc1noc(C)c1COc1cccc(C(=O)N(C)Cc2cccs2)c1 was read as TDP1 block 1% and FEN1 inh 19%.
Screening COc1cc(C(=O)NCC(=O)N2CCN(S(=O)(=O)c3ccccc3C(F)(F)F)CC2)cc(OC)c1OC returned TDP1 block -2% and FEN1 inh 19%.
Screening CCNS(=O)(=O)c1ccc(CCC(=O)NCCc2ccc(OC)cc2)cc1 returned N370S GC mod -6%, TDP1 block 5% and FEN1 inh -3%.
`O=C1/C(=C/c2ccco2)SC(=S)N1CC1CCCO1` (stereo not given) gave N370S GC mod 7%, TDP1 block -5% and FEN1 inh -23%.
Oc1ccccc1CNn1cnnc1 was read as N370S GC mod 0%, TDP1 block 2% and FEN1 inh 0%.
Screening COc1ccc(CCN(C(=S)Nc2ccccc2)C2CC(=O)N(c3ccccc3)C2=O)cc1 (stereo not given) returned N370S GC mod -7%, TDP1 block 0% and FEN1 inh 0%.
O=S(=O)(O)C1CCNCC1 was read as N370S GC mod 5%&3% and TDP1 block -5%.
CCC(=C(c1ccc(OC)cc1)c1ccc(OC)cc1)c1cn(CC(O)CN2CCN(C)CC2)c2ccccc12 (stereo not given) was read as N370S GC mod -25%, TDP1 block 9% and FEN1 inh -15%.
CCc1ccc(NC(=O)c2sc3nc4c(cc3c2N)CN(CC)CC4)cc1 was read as TDP1 block 8% and FEN1 inh -8%.
For CN(C(=O)COC(=O)c1ccc(Cl)c(S(=O)(=O)N2CCCCC2)c1)C1(C#N)CCCCC1 the results were TDP1 block 1% and FEN1 inh -3%.
For COCC(=O)Nc1ccc(S(=O)(=O)N2CCCC2)cc1 the results were N370S GC mod -7% and FEN1 inh 6%.

Structural class, the entries above containing two or more sulfur atoms.
CC(Sc1ccccc1)C(=O)Nc1cccc(N(C)S(C)(=O)=O)c1 (stereo not given) was read as N370S GC mod 0%, TDP1 block 2% and FEN1 inh -9%.
`O=C1/C(=C/c2ccco2)SC(=S)N1CC1CCCO1` (stereo not given) gave N370S GC mod 7%, TDP1 block -5% and FEN1 inh -23%.

The listing picks up, starting two compounds before the break.
For CN(C(=O)COC(=O)c1ccc(Cl)c(S(=O)(=O)N2CCCCC2)c1)C1(C#N)CCCCC1 the results were TDP1 block 1% and FEN1 inh -3%.
For COCC(=O)Nc1ccc(S(=O)(=O)N2CCCC2)cc1 the results were N370S GC mod -7% and FEN1 inh 6%.
For O=S(=O)(c1ccc(NC(=S)N/N=C/c2c3ccccc3cc3ccccc23)cc1)N1CCOCC1 the results were N370S GC mod -1%, TDP1 block 0% and FEN1 inh 13%.
`CC(=O)N/C(N)=N/c1nc2cc([N+](=O)[O-])ccc2o1` gave N370S GC mod 4%, TDP1 block 4% and FEN1 inh 0%.
For Cc1cc(NC(=O)CSc2ncnc3sccc23)no1 the results were N370S GC mod -10%, TDP1 block 3% and FEN1 inh -13%.
For Cc1ccc(NC(=O)CN(C)C(=O)c2ccc(NS(=O)(=O)c3ccc4[nH]c(=O)[nH]c4c3)cc2)cc1 the results were TDP1 block 0%[56.1 µM] and FEN1 inh -14%.
Screening COC(=O)C1CCN(C(=O)COC(=O)c2ccc(OC)c(S(=O)(=O)N3CCCc4ccccc43)c2)CC1 returned N370S GC mod 0%, TDP1 block 0% and FEN1 inh 1%.
`COC(=O)c1ccc(C(=O)NC2CC(C)(C)Cc3c2cnn3-c2ccc(F)cc2)nc1` (stereo not given) gave N370S GC mod -8%, TDP1 block 3% and FEN1 inh 6%.
`CC(C)NC(=O)CCN1C(=O)c2ccccc2Sc2ncccc21` gave N370S GC mod -2%, TDP1 block -3% and FEN1 inh 2%&-9%.
O=P(OC1CCCCC1)(OC1CCCCC1)C(O)c1ccccc1 (stereo not given) was read as N370S GC mod 14%, TDP1 block 4% and FEN1 inh 3%.
For Cc1cccc(-c2nn3c(=O)cc(CN4CCN(S(=O)(=O)c5ccc(Cl)cc5)CC4)nc3s2)c1 the results were TDP1 block 3% and FEN1 inh -7%.
For O=C(N/N=C\c1cc(Br)cs1)C1COc2ccccc2O1 (stereo not given) the results were N370S GC mod 5%, TDP1 block 0% and FEN1 inh -6%.
CC(=O)c1ccc(NC(=O)Nc2ccc3c(c2)N(C)C(=O)CS3)cc1 was read as N370S GC mod 3%, TDP1 block 5% and FEN1 inh inconclusive.
`COc1ccccc1C(=O)N1CCN(S(=O)(=O)c2ccccc2)CC1` gave N370S GC mod 20%, TDP1 block -2% and FEN1 inh -6%.
`COc1ccccc1OCC(=O)N(Cc1nc(-c2ccccc2)no1)C1CCCCC1` gave N370S GC mod 30%, TDP1 block 11% and FEN1 inh -20%.
For CC(=O)Nc1c(C(=O)Nc2ccccc2F)oc2ccccc12 the results were TDP1 block 4% and FEN1 inh -2%.
Cc1ccc(C(=O)Nc2ccc3c(c2)OCO3)o1 was read as N370S GC mod 3%, TDP1 block 5% and FEN1 inh -3%.
`c1ccc(-c2nc3nonc3nc2-c2ccccc2)cc1` gave N370S GC mod 0%, TDP1 block 8% and FEN1 inh -3%.
For Cc1ccc2cccc(SCC(=O)N3CCOCC3)c2n1 the results were N370S GC mod 3%, TDP1 block 7% and FEN1 inh 5%.
`O=C(Cn1c(=O)oc2ccccc21)Nc1ccc(F)c(F)c1` gave N370S GC mod -4% and FEN1 inh -7%.
For COc1ccc(CNC(=O)C2CCCN2)cc1OC (stereo not given) the results were N370S GC mod -3%, TDP1 block -5% and FEN1 inh 2%.
Screening O=C(/C=C/c1ccc(Cl)cc1)N(Cc1cccs1)C1CCS(=O)(=O)C1 (stereo not given) returned N370S GC mod 7% and FEN1 inh -24%.
Screening Cc1ccnc(SCc2cc(=O)c(OC(=O)c3cccs3)co2)n1 returned N370S GC mod -7%, TDP1 block -3% and FEN1 inh -8%.
Cc1ccc(C(=O)Nc2ccc(OCc3ccccc3)cc2)s1 was read as N370S GC mod 1% and FEN1 inh 10%.
For Cc1ccc(NC(=O)C2=C(O)CCn3c2nc2ccccc23)cc1 the results were N370S GC mod 8%, TDP1 block -2% and FEN1 inh -14%.
For Cc1ccc(CN(Cc2cccn2-c2nnc(N3CCCC3=O)s2)C(=O)Nc2ccccc2Cl)cc1 the results were TDP1 block 3% and FEN1 inh 2%.
For CC12CC[C@@](C(=O)O)(C(=O)C1=O)C2(C)C the results were N370S GC mod -11% and TDP1 block 6%.
Screening COc1ccc(OCC(=O)NCCNC(=O)c2ccccn2)cc1 returned N370S GC mod 0% and FEN1 inh 8%.
Cn1cc(C(=O)c2ccc(Cl)cc2Cl)cc1C(=O)N/N=C(\N)COc1ccc(F)cc1 was read as N370S GC mod -14%, TDP1 block 11% and FEN1 inh -14%.
For Cc1ccc(C2CC2c2n[nH]c(=S)n2-c2cccc(C)c2)cc1 (stereo not given) the results were N370S GC mod 16%, TDP1 block 9% and FEN1 inh -11%.
`CCOC(=O)N1CCN(C(=O)c2oc3ccc(S(=O)(=O)N(CC)CC)cc3c2C)CC1` gave N370S GC mod -3% and FEN1 inh -9%.
COc1cccc(CNS(=O)(=O)c2cc3c(cc2Cl)NC(=O)CO3)c1 was read as N370S GC mod -16% and FEN1 inh -4%.
`O=C(O)c1cc(S(=O)(=O)NCc2ccco2)c(Cl)cc1Cl` gave N370S GC mod 2% and FEN1 inh 2%.
For O=C(Nc1ccccc1C(=O)N1CCOCC1)c1cccnc1 the results were N370S GC mod 11%, TDP1 block -9% and FEN1 inh -2%.
`COCCNc1nc(-c2ccccc2CN(C)C)nc2ccccc12` gave N370S GC mod -9% and TDP1 block -6%[56.1 µM].
CC(C)CCOP(=O)(c1ccc(N(C)C)cc1)C(O)c1ccc(N(C)C)cc1 (stereo not given) was read as N370S GC mod -3% and FEN1 inh -19%.
CC1CN(C(=O)C(C)N2CCN(c3cccc(Cl)c3)CC2)CC(C)O1 (stereo not given) was read as N370S GC mod 2%, TDP1 block -3% and FEN1 inh 8%.
For COc1cccc(N2CCN(C(=O)CCSCc3ccccc3F)CC2)c1 the results were N370S GC mod 11%, TDP1 block 9%&0% and FEN1 inh 13%&-12%.
COc1cccc(-c2nnc3sc(-c4ccc(Cl)cc4)nn23)c1 was read as N370S GC mod 1% and TDP1 block 2%.
For CSc1ccccc1NC(=O)c1cnccn1 the results were N370S GC mod 2%, TDP1 block 3% and FEN1 inh -15%.
For Cc1cc(Cl)ccc1OCCCC(=O)NN the results were N370S GC mod 11%, TDP1 block 0% and FEN1 inh -9%.
For Cc1ccc(C)c(NC(=O)C2CCCN(S(=O)(=O)c3c(C)noc3/C=C/N(C)C)C2)c1 (stereo not given) the results were N370S GC mod -3%, TDP1 block 7%&4% and FEN1 inh -17%&-1%.
Cc1cccc(NC(=O)CCCCCn2c(=O)[nH]c3ccsc3c2=O)c1 was read as TDP1 block 2% and FEN1 inh -3%.
For COc1ccc(-n2ccc(=O)c(C(=O)O)n2)c(OC)c1 the results were N370S GC mod -3% and FEN1 inh -12%.
`O=c1cc(O)n(-c2ccc(Cl)cc2)c(=S)[nH]1` gave N370S GC mod 5%, TDP1 block -2% and FEN1 inh 1%.
For COc1cccc(-n2cc(C(=O)NCCc3ccc(C)cc3)c3ccccc3c2=O)c1 the results were TDP1 block 3% and FEN1 inh -6%.
`NC(=O)c1ccc(Cc2ncc(C(F)(F)F)cc2Cl)s1` gave N370S GC mod -2%, TDP1 block 3% and FEN1 inh -5%.
Screening O=C(NCCCN1CCCCCC1)C1CCCN(S(=O)(=O)c2cccc3nsnc23)C1 (stereo not given) returned N370S GC mod 1%, TDP1 block 0% and FEN1 inh 19%.
COc1ccc(OC)c(NC(=O)c2ccc(NS(C)(=O)=O)cc2)c1 was read as N370S GC mod -28%, TDP1 block 4% and FEN1 inh 5%.
`O=C1CC(Cc2ccccc2)C(=O)N1c1ccc(Cl)cn1` (stereo not given) gave N370S GC mod 9%, TDP1 block -2% and FEN1 inh 12%.
Screening O=C(NC1CCCC1)C1CCC(=O)N1C1CCCC1 (stereo not given) returned N370S GC mod 9%, TDP1 block 1% and FEN1 inh 1%.
Screening O=[N+]([O-])c1nn(-c2ccccc2)[n+]([O-])c1N1CCN(c2ccccc2F)CC1 returned N370S GC mod 3%, TDP1 block -7% and FEN1 inh 10%.
`CC1=NCCN1S(=O)(=O)c1c(C(C)C)cc(C(C)C)cc1C(C)C` gave N370S GC mod 9%, TDP1 block -3% and FEN1 inh 1%.
COc1ccc2c(c1)c(=O)c(S(=O)(=O)c1ccc(C)cc1)cn2Cc1ccccc1C was read as TDP1 block 1% and FEN1 inh -11%.
Screening N#CC1=C(N)c2ccccc2CC12CCCCC2 returned N370S GC mod -8%, TDP1 block 3% and FEN1 inh inconclusive.
`CC1CCCN(c2ncnc3c2cnn3-c2ccc(Cl)cc2)C1` (stereo not given) gave N370S GC mod 2% and FEN1 inh 11%.
Cc1ccc(S(=O)(=O)c2c(COC(=O)c3ccc(Cl)cc3)c(-c3ccccc3)nn2C)cc1 was read as N370S GC mod 0%, TDP1 block -2% and FEN1 inh -8%.
For S=C(NCc1ccco1)Nc1ccc(Oc2ccccc2)cc1 the results were N370S GC mod 20%, TDP1 block 6% and FEN1 inh inconclusive.

Five entries picked at random from the list so far:
Screening O=C(NCCCN1CCCCCC1)C1CCCN(S(=O)(=O)c2cccc3nsnc23)C1 (stereo not given) returned N370S GC mod 1%, TDP1 block 0% and FEN1 inh 19%.
For COc1cccc(-n2cc(C(=O)NCCc3ccc(C)cc3)c3ccccc3c2=O)c1 the results were TDP1 block 3% and FEN1 inh -6%.
Cc1cccc(NC(=O)CCCCCn2c(=O)[nH]c3ccsc3c2=O)c1 was read as TDP1 block 2% and FEN1 inh -3%.
COc1ccc(OC)c(NC(=O)c2ccc(NS(C)(=O)=O)cc2)c1 was read as N370S GC mod -28%, TDP1 block 4% and FEN1 inh 5%.
`O=C1CC(Cc2ccccc2)C(=O)N1c1ccc(Cl)cn1` (stereo not given) gave N370S GC mod 9%, TDP1 block -2% and FEN1 inh 12%.
